N370S GC – qHTS Assay for Inhibitors and Activators of N370S glucocerebrosidase as a Potential Chaperone Treatment of Gaucher Disease | N370S GC spleen homogenate, 4MU-glucoside fluorescence | actives 0.092% (n = 330,000) | Lysosomal acid glucosylceramidase (Homo sapiens), P04062 | Potency, µM (highest dose often 59.4 µM), for the others: at the top dose activity change, negative = inhibition, actives largely listed as inhibitors;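 further: 0% = full enzyme activity and -100% = no enzyme basal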
TDP1 inh – qHTS Assay for Inhibitors of Tyrosyl-DNA Phosphodiesterase (TDP1). actives 0.28% (n = 350,000). Potency, µM (titrated, usually from 130 µM), for the others: top-dose activity change, negative = inhibition, most hits filed as inhibitors. recombinant TDP1, AlphaScreen DNA substrate cleavage. AID 485290, 2010; further: nearly all actives have a fitted effect of over 40% in size
Target sequence (Q9NUW8 whole entry, looked up): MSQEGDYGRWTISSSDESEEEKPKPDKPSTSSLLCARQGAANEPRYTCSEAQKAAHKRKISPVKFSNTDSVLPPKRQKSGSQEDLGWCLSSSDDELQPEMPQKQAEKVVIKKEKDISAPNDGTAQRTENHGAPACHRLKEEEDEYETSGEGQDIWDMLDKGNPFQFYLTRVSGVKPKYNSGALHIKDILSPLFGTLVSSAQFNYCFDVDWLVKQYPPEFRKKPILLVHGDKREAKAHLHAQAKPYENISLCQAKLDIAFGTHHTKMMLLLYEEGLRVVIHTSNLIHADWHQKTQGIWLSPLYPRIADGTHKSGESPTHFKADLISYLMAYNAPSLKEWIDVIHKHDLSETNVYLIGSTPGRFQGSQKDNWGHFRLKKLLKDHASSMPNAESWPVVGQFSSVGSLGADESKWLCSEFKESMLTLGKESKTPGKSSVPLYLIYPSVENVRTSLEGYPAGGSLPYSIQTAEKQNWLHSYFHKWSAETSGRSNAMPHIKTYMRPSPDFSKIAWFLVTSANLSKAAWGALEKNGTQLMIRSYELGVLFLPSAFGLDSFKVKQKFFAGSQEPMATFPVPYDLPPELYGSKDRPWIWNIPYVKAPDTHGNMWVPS
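Here, a 5' biotin and 3' phosphotyrosine-FITC DNA oligonucleotide reports Tdp1 activity: intact substrate bridges AlphaScreen beads, while cleavage leaves a 3' phosphate and drops signal. All incubations at room temperature.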
FEN1 inhibitor – qHTS Assay for the Inhibitors of Human Flap endonuclease 1 (FEN1); P39748; Recombinant FEN1 flap cleavage, fluorescence, 15 min; Potency, µM (doses to about 114 µM), for inactives: top-dose activity change, negative = inhibition, hits mostly inhibitors; actives 0.35% (n = 390,000); AID 588795, 2011; further: nearly all actives have a fitted effect of over 65% in size
Target sequence (P39748 whole entry, looked up): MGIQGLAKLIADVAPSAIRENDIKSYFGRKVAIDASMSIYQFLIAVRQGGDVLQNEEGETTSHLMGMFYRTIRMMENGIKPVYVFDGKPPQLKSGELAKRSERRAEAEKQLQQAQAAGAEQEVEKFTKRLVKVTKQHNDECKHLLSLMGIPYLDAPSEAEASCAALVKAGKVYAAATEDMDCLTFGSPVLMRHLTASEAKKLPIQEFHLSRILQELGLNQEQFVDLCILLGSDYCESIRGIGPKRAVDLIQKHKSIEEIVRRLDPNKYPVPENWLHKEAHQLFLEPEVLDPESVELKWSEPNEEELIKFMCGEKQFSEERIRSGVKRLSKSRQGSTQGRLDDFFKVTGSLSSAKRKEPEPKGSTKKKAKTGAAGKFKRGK
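Steps: FEN1 (10 nM) dispensed; compound added by pin tool; 15 min at room temperature; substrate added to 50 nM final; reads at 0 min and 15 min; data normalized and fitted (four-parameter Hill).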
Active calls of the source: *; ? = inconclusive; · = not tested or not shown; & = joins results of further samples; [ ] = another dose, or the depositor's remark. The call rests on the fitted dose curve; in most records, active means well fitted curve in the direction sought with a large enough effect; inconclusive means small, poorly fitted or top-dose-only effect, or another doubt; inactive means no such curve, though single readings can be large; an effect the other way counts as inactive or inconclusive. Unless noted, on the % scale 0 is the no-effect control and ±100 the full control effect; potency means the concentration at half of the fitted maximal effect. Rows are unselected. Share with any hit: about 0.57%.

nr	SMILES	N370S GC	TDP1 inh	FEN1 inhibitor
1	COc1cccc(Cn2c(C3CC3)nc3ccc(NC(=O)c4ccco4)cc3c2=O)c1	?	4.8%	·
2	CC(=O)c1ccc(N2CCN(S(=O)(=O)c3c(C)[nH]c(C)c3C(=O)N3CCCC3)CC2)cc1	-3.0%	2.9%	8.2%
3	CCCN(CCC)CCCNC(=O)c1cc2cc3ccc(Cl)cc3nc2o1	-6.2%	·	3.8%
4	COc1ccc(CCC(C)NCc2cc(OC)cc(OC)c2)cc1 (stereo not given)	-10.4%	6.3%	-1.4%
5	CCCN(CC(=O)Nc1ccccc1OC)C(=O)c1ccc(S(=O)(=O)NCc2ccco2)cc1	·	2.4%	-11.9%
6	CCc1ccc(NC(=O)Nc2ccccc2OCc2cc(=O)n3ccccc3n2)cc1	·	5.4%	-8.8%
7	N/C(=N\OC(=O)COc1ccc(Cl)cc1)c1ccc(Cl)cc1	-3.0%	5.6%	-4.3%
8	Cc1ccc(NC(=O)Cn2cnc3onc(-c4ccc(F)cc4)c3c2=O)c(Cl)c1	·	2.1%	3.0%
9	Cc1oc2c(C)c3oc(=O)c(CCC(=O)O)c(C)c3cc2c1-c1ccccc1	9.7%	·	-3.1%
10	Cc1ccc(C(=O)OCC(=O)NCc2ccc3c(c2)OCO3)cc1S(=O)(=O)N1CCOCC1	·	-3.0%	-4.7%
11	C[C@H](CO)N1C[C@H](C)[C@@H](CN(C)Cc2ccncc2)Oc2c(NC(=O)CCCCCC(=O)Nc3ccccc3N)cccc2C1=O	·	2.0%	-5.1%
12	C[C@@H](C(=O)N1CCNCC1)n1cc(CCC(=O)O)nn1	-2.0%	3.8%	?
13	O=C(/C=C/c1ccc2c(c1)OCO2)NCc1ccco1	-6.1%	-5.3%	-2.6%
14	CCn1nnnc1-c1ccc(OC)c(S(=O)(=O)NCc2ccccc2)c1	?	-3.6%	-3.4%
15	COc1ccc(OCCCC(=O)OCC(=O)NNC(=O)c2ccc([N+](=O)[O-])cc2)cc1	-8.6%	·	1.6%
16	Cc1ccc(S(=O)(=O)CC(=O)NCc2ccccc2)cc1	-0.7%	5.3%	2.4%
17	O=C(COc1ccc(S(=O)(=O)N2CCCC2)cc1)NCC1CCCO1 (stereo not given)	-0.8%	2.6%	-8.0%
18	O=C(CCC(=O)Nc1cccc2ccccc12)N/N=C/c1ccco1	1.9%	0.6%	6.2%
19	O=C(CSc1ccc(F)cc1)NC(=O)NCc1ccccc1	-6.2%	-0.6%	-10.1%
20	CCN(CC)C(=O)C1CC(=O)N(c2ccc(OC)cc2)C1c1ccc(OC)cc1 (stereo not given)	-6.0%	13.1%	-8.8%
21	Cc1ccc(C(=O)NCC(c2cccs2)S(=O)(=O)c2ccccc2)cc1C (stereo not given)	·	-5.2%	-12.1%
22	O=C(CCCn1c(=S)[nH]c2ccccc2c1=O)NCc1ccco1	5.6%	2.0%	5.1%
23	CCNCCCNCCCNCCCNCC	4.4%	14.1%[56.1 µM]	·
24	Cc1cc(C(=O)NNC(=O)CN2C(=O)NC(C)(c3ccccc3)C2=O)c(C)o1 (stereo not given)	1.5%	·	-10.8%
25	COCCNC(=O)CN(C(=O)CCC(=O)Nc1nccs1)c1ccccc1OC	-1.3%	1.9%	1.0%
26	CCOc1ccc(S(=O)(=O)Nc2cccc(C(=O)N(C)Cc3cccc(OC)c3OC)c2)cc1	-6.0%	8.1%	6.6%
27	CCc1ccccc1NC(=O)C1CCN(C(=O)N2CC(C)Oc3ccc(Cl)cc32)CC1 (stereo not given)	·	0.0%	-21.9%
28	COc1cccc(C(=O)Nc2cc3c(cc2Cl)OCCCO3)c1	-21.0%	0.0%	-3.1%
29	CC(C)OP(=O)(OC(C)C)C(O)c1ccc(N(C)C)cc1 (stereo not given)	-0.7%	2.8%	28.0%
30	O=C(CN1CCN(c2ccc(F)cc2)CC1)Nc1nnc(-c2ccccc2)s1	-10.6%	3.9%	-1.6%

Profiles from above. Screens in order: N370S GC, TDP1 inh, FEN1 inhibitor
COc1ccc(OCCCC(=O)OCC(=O)NNC(=O)c2ccc([N+](=O)[O-])cc2)cc1 across the screens: -8.6%, ·, 1.6%
Cc1ccc(C(=O)OCC(=O)NCc2ccc3c(c2)OCO3)cc1S(=O)(=O)N1CCOCC1 across the screens: ·, -3.0%, -4.7%
COc1ccc(CCC(C)NCc2cc(OC)cc(OC)c2)cc1 (stereo not given) across the screens: -10.4%, 6.3%, -1.4%
CCc1ccccc1NC(=O)C1CCN(C(=O)N2CC(C)Oc3ccc(Cl)cc32)CC1 (stereo not given) across the screens: ·, 0.0%, -21.9%
Cc1ccc(C(=O)NCC(c2cccs2)S(=O)(=O)c2ccccc2)cc1C (stereo not given) across the screens: ·, -5.2%, -12.1%

Continued:
nr	SMILES	N370S GC	TDP1 inh	FEN1 inhibitor
31	CN1CCN(c2ccccc2NC(=O)c2cccs2)CC1	-6.0%	1.3%	-13.0%
32	C/C(=N\NC(=O)c1ccccc1NC(=O)c1ccc(Cl)cc1)c1ccncc1	0.5%	2.5%	-1.6%
33	Cc1ccc(C)c(N2CCN(C(=O)c3cc(S(=O)(=O)N4CCCCC4)cn3C)CC2)c1	·	6.5%	-9.9%
34	Cc1cccc(NS(=O)(=O)c2cnc(Cl)c(Br)c2)n1	-1.0%	5.4%	-0.6%
35	Nc1ccccc1Nc1ccncc1[N+](=O)[O-]	22.8%	-13.3%	-7.7%
36	Cc1nnc(SCC(=O)c2ccccc2F)n1Cc1ccccc1	7.1%	·	-5.3%
37	COC(=O)c1cccc(NC(=S)Nc2ccc(Cl)c(Cl)c2)c1	3.4%	2.5%	1.7%
38	O=C1c2oc3ccc(Cl)cc3c(=O)c2C(c2ccccn2)N1CCCN1CCOCC1 (stereo not given)	-16.4%	4.1%	-5.7%
39	Cc1cccc(C)c1OCC(=O)Nc1c(C(=O)c2ccc(Br)cc2)oc2ccccc12	·	5.3%	14.1%
40	COC(=O)CSc1nc2sc3c(c2c(=O)[nH]1)CCC3	-3.0%	-6.0%	-7.1%
41	CCc1ccc(NC(=O)C(=O)NCCc2csc(-c3ccc(C(F)(F)F)cc3)n2)cc1	·	3.3%	-1.3%
42	CCOC(=O)c1sc(N2C(=O)C(O)=C(C(=O)c3ccc(C)o3)C2c2cccc([N+](=O)[O-])c2)nc1C (stereo not given)	-3.1%	8.2%	16.2%
43	c1ccc(Oc2cnc3ccccc3n2)cc1	9.7%	-2.9%	-12.3%
44	C/C=C\C1=C(CO)C(=O)[C@@H]2OC2C1=O (stereo not given in full)	10.7%[12.8 µM]	?	·
45	Cc1cc(=O)oc2c(CN3CCN(CCO)CC3)c(O)ccc12	?	5.2%	-3.3%
46	[O-]/C(=C(\C(=S)Nc1ccccc1F)[n+]1ccccc1)c1ccc(OC(F)F)cc1	-8.8%	4.3%	2.9%
47	COCCCNC(=O)Cn1c(=O)n(-c2ccc(Cl)cc2)c(=O)c2c3c(sc21)CCCCC3	·	0.9%	17.5%
48	Nc1nnc(-c2cc3c(ccc4ccccc43)oc2=O)s1	7.7%	2.5%	·
49	COc1ccc([C@H]2CC(=O)C=C(c3ccc(Cl)c(C(F)(F)F)c3)C2)cc1OC	·	3.9%	-2.3%
50	Cc1ccc(O)c(C2=Nc3ccccc3N=C(c3cccc([N+](=O)[O-])c3)C2)c1	-7.8%	5.3%	10.0%
51	COC(=O)c1c(NC(=O)C(Cl)Cl)sc2c1C(C(=O)OC)CC2 (stereo not given)	6.7%	2.4%	8.4%
52	Cc1cccc(NC(=O)C(C)Sc2nc3ccccc3c(=O)n2CCCN2CCOCC2)c1 (stereo not given)	·	3.3%	13.7%
53	CCOC(=O)COc1nc(-c2ccco2)cc(-c2ccco2)c1C#N	?	·	-8.1%
54	COc1cc2c(cc1NC(=O)CN1C(=O)NC3(CCc4ccccc43)C1=O)oc1ccccc12 (stereo not given)	3.2%	5.1%	-17.7%
55	Cc1ccccc1Oc1nc2ccccn2c(=O)c1/C=C(\C#N)c1nc2ccccc2[nH]1	·	3.2%	9.3%
56	CC(=O)c1c(C)[nH]c(C(=O)OC2CCCCC2=O)c1C (stereo not given)	4.2%	0.0%	5.3%
57	Cn1ccc2cc(NC(=O)Nc3cccnc3)ccc21	-11.4%&-13.1%	19.3%	?
58	Cc1ccc(CNC(=O)c2cc(C3CC3)nc3c2c(C)nn3-c2cccc(Cl)c2C)cc1	·	4.2%	-2.8%
59	O=C(CN1C(=O)c2cccc3cccc1c23)N1CCN(c2ccccc2)CC1	-0.6%	0.0%	6.7%
60	CCN(CC)c1ccc(C(=O)NCc2ccc3c(c2)CCN3C(=O)c2cccc(C)c2)cc1	·	4.4%	-5.7%
61	CC(C)C(=O)Nc1nnc(Sc2ccc(N(C)C)cc2)s1	0.8%	?	13.4%
62	CCN1C(C)=C(C(=O)OC)C(c2ccccc2)N2C(=O)[C@](O)(C(=O)OC)CC(C#N)=C12 (stereo not given in full)	2.9%[12.8 µM]	11.1%[21 µM]	·
63	Cc1noc(C)c1CSc1ncnc2sc(C)c(C)c12	-17.3%	2.1%	-5.4%
64	O=C(c1cccc(S(=O)(=O)NCCOc2ccccc2)c1)N1CCN(c2ncccn2)CC1	-5.4%	8.8%	8.1%
65	CCSc1nnc(NC(=O)C(C)Sc2nc3ccccc3[nH]2)s1 (stereo not given)	14.3%	-9.5%	-1.1%
66	CC(C)(C)OC(=O)NN1CC(=O)N2Cc3[nH]c4ccccc4c3C[C@H]2C1=O	-1.8%	·	16.7%
67	Cc1ccc(/C=N/NC(=O)NN(C)c2ncc(C(F)(F)F)cc2Cl)cc1	5.6%	2.7%	-1.6%
68	CNc1ccc(/C=C(\C#N)C(=O)Nc2ccccn2)cc1[N+](=O)[O-]	-2.7%	6.7%	0.3%
69	CC(C)c1ccc(NC(=O)C2CCN(C(=O)[C@@H]3Cc4ccccc4CN3)CC2)cc1	-2.4%	3.1%	12.7%
70	CCN(CC)S(=O)(=O)c1ccc2oc(C(=O)Nc3ccc(Br)cc3F)c(C)c2c1	·	10.4%	-2.9%
71	Cc1cccc2c1-c1sc(C(=O)N3CCc4ccccc4C3)cc1CO2	9.7%	2.6%	-18.3%
72	CC(C)(C)C(=O)CSc1nc2ncc(Br)cc2[nH]1	1.5%	2.0%	-3.4%
73	Cc1cc(C)c(S(=O)(=O)N(C)c2ccccc2)c(C)c1	-16.6%	-2.6%	-5.9%
74	COc1ccc(/C=N/NC(=O)c2cc(-c3ccccc3)nc3ccccc23)cc1O	-5.5%	·	?
75	O=C(Nc1nc2c(F)cc(F)cc2s1)c1ccc2c(c1)OCCO2	-0.3%	44.7µM*	-4.2%
76	COc1ccc(-c2cn3cccnc3n2)cc1NS(=O)(=O)c1ccccc1	-16.9%	5.0%	9.1%
77	Cc1sc(NC(=O)CSc2nnc(COc3ccccc3)n2C)c(C#N)c1C	0.4%	6.9%	9.6%
78	COc1cc(O)c(C(CC(=O)N2CCN(c3ccccc3)CC2)c2ccc3c(c2)OCO3)c(OC)c1 (stereo not given)	-4.9%&-2.3%	14.4%&5.9%	-20.0%&9.4%
79	CCCN(CC(=O)Nc1ccccc1C)C(=O)c1sc2ccccc2c1Cl	·	0.2%	?
80	CCOC(=O)CN(C(=O)CNC(=O)c1cccs1)C(C(=O)NC1CCCCC1)c1cccs1 (stereo not given)	8.3%	-3.6%[56.1 µM]	15.7%
81	Cc1ccc(C2CC(=O)Oc3cc(C)c(Cl)c(C)c32)cc1 (stereo not given)	6.5%[89.1 µM]	-7.1%	·
82	O=C(COc1ccc([N+](=O)[O-])cc1)Nc1nc(-c2ccccn2)cs1	-15.8%	0.3%	-7.5%
83	COC(=O)C1=C(C)NC(C)=C(C(=O)OC)C1c1ccco1	-1.1%	2.7%	2.3%
84	O=C1[C@@H]2CSCN2C(=O)CN1Cc1ccc(F)cc1	9.4%	8.7%	-0.3%
85	COc1cc(CN2CCN(c3ncccn3)CC2)cc(OC)c1	-4.1%	·	17.4%
86	COc1ccc(/C=N/NC(=O)c2ccc3c(c2)OCCO3)cc1[N+](=O)[O-]	4.3%	2.6%	-1.2%
87	COCCCN(C(C)=O)c1nc(-c2ccc(OC)cc2)cs1	8.3%	4.1%	-18.3%
88	CC(C)Cn1c(N)c(C(=O)CSc2nc3ncc(Cl)cc3[nH]2)c(=O)n(C)c1=O	1.1%	-14.4%[0.505 µM]	-3.9%
89	CCN1C(=O)C(CC(=O)Nc2ccc(F)cc2)N(CCc2ccc(OC)cc2)C1=S (stereo not given)	-4.1%	-2.4%	-9.6%
90	CCOC(=O)C1C(c2ccc(OC)cc2)N(C)OC1(O)C(F)(F)F (stereo not given)	-0.2%	5.9%	7.2%
91	CC(C)(C)Nc1cccccc1=O	-5.4%	0.0%	7.0%
92	O=C(NNC(=O)c1ccccc1-c1ccccc1C(=O)O)c1ccccc1	1.0%	-2.6%	8.4%

High-throughput results: PubChem, National Center for Advancing Translational Sciences (NCATS)
